# Cneo AK release – Cryptococcus neoformans lysis via adenylate kinase release | lysis activity, % at 15 µM | AID 651654 | 0.2% of 360,000 active | C. neoformans lysis, adenylate kinase release luminescence, 4 h; normalised: neutral wells 0, clomiphene wells 100;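 active = mean lysis activity across replicates of at least 80%, whatever share of replicates individually reach that level; inactive = mean lysis activity below 80%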
#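 Test system: log-phase Cryptococcus neoformans yeast cells; Quantity: yeast cell density of 5 × 10^6 cells/mL; Buffer or medium: YPD; Doses: single compound concentration per well; Timing: 4 h at 37 °C static, read 1 h later; Measured by: AK luminescence; Read-out basis: lysis from increased AK signal; Control set: Clomiphene as positive control.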
# C2C12 statin – suppression of simvastatin myotoxicity; C2C12 myotubes + simvastatin, ATP luminescence, 48 h; scaled: DMSO 0, geranylgeraniol control 100; rescue of ATP level, % at 7.49 µM; 0.78% of 330,000 active;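 active = mean ATP rescue above about 67%, or every replicate alone reaching that limit, limit read from the data, passing the limit was not always enough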;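 note: myotubes were challenged with 10 µM simvastatin during compound exposure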
# S100A4 MyoIIA – blocks human S100A4 binding to myosin IIA peptide; AID 652163; 0.14% of 360,000 active; inhibition, % at 10.7 µM; S100A4/TAMRA-MyoIIA peptide fluorescence polarization;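 active = mean inhibition of at least 70% across replicates, with every replicate also reaching that level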
# Target sequence (P26447 whole entry, looked up): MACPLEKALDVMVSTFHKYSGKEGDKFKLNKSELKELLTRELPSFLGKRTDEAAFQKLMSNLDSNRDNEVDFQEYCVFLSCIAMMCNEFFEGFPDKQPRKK
#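 Test system: S100A4 monomer protein; Medium: HEPES pH 7.2 with CaCl2, KCl, NaCl, DTT, Triton; Probe or stimulus: TAMRA-labelled myosin IIA heavy-chain peptide probe, 5 nM; Doses: one dose per compound; Times: polarization read 5 min after assay mix addition, stable 5–60 min; Benchmarks: neutral control DMSO, positive control TFP.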
# XiGFP reactiv – reactivates the inactive X chromosome in mouse fibroblasts; XiGFP mouse fibroblasts, % GFP-positive cells imaging, 3 d; cells co-treated with 5-aza-dC sensitizer; scaled so ellipticine positive control = 100%; activation, % at 7.58 µM; 0.055% of 360,000 active; AID 743238;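 active = mean normalized replicate activation at least 10% and every replicate at or above 10%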;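 note: 0% = median of on-plate neutral control wells and 100% = ellipticine 6 µM median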
#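 Material: SV40-immortalized XiGFP fibroblast cells, line 68-5-11 | Buffer or medium: DMEM containing 5-aza-dC | Dosing: One concentration, pinned | Times: 3 d treatment, 15 min room-temperature fixation | Controls: Ellipticine 6 µM positive control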
# LGR2 inh – blocks bursicon-induced cAMP signaling via Drosophila LGR2 | HEK293 LGR2, CRE-luciferase, bursicon-stimulated, 4 h | inhibition, % at 9.99 µM | 0.35% of 380,000 active;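 active = drop in luminescence signal, shown as inhibition above about 50% in the replicate tests, limit read from the data, passing the limit was not always enough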;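 note: agonist challenge used bursicon conditioned medium at about half maximal strength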
# ERAP1 inh – inhibitors of human ERAP1 aminopeptidase; Q9NZ08; inhibition, % at 10.7 µM; recombinant ERAP1, Leu-AMC fluorescence, 60 min; 0.15% of 340,000 active; AID 652197;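 active = mean replicate inhibition of at least 30%, or all replicates individually reaching that 30% level; inactive = mean below 30% and not every replicate reaching it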;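 note: 0% = neutral control wells and 100% = L-leucinethiol positive control wells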
# PGC1a acetyl inh – PGC1a acetylation modulation, inhibitor mode | U2OS PGC1a acetylation, AlphaScreen anti-acetyl-lysine; with virally co-expressed GCN5 acetyltransferase | inhibition, % at 15.6 µM | 0.17% of 350,000 active | AID 651687;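 active = every replicate shows inhibition of at least 40%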;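 note: 0% = neutral control wells and 100% = positive control wells; some results beyond the cut were filed as inactive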
# SIRT5 inh – blocks human SIRT5 desuccinylation of peptide; Purified SirT5, succinyl-peptide AMC, trypsin-coupled fluorescence; 1.1% of 330,000 active; inhibition, % at 15 µM; AID 652115; in the data active = inhibition above about 15%
# Target sequence (Q9NXA8 whole entry, looked up): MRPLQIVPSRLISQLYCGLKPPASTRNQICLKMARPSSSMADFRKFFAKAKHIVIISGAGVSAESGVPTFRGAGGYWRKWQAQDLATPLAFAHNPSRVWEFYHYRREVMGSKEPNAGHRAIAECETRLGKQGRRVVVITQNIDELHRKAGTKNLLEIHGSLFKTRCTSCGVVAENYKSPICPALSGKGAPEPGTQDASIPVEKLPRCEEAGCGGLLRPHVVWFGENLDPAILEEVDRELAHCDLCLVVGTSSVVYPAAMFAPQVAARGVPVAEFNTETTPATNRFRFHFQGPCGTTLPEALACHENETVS
# Numbers without * were called inactive; x = not tested or not shown.
compound,Cneo AK release,C2C12 statin,S100A4 MyoIIA,XiGFP reactiv,LGR2 inh,ERAP1 inh,PGC1a acetyl inh,SIRT5 inh
COc1cccc(CNC[C@H]2O[C@@H](n3ccc(N)nc3=O)[C@H](O)[C@@H]2O)c1OCc1ccc(F)cc1Cl,-2,-5,-1,-0.1,-4,3,x,-2
C/C=C/c1ccc([C@@H]2[C@@H](CO)N(C(C)=O)[C@H]2CNC(=O)CC2CC2)cc1,0,18,-13,0.4,-9,-3,-1,4
COCCNc1nc2cc(-c3ccsc3)sc2c(=O)n1C,-6,6,-4,0.3,-23,-5,-29,-4
CCCc1ccc(S(=O)(=O)N/N=C\c2ccc3c(c2)OCO3)cc1,-1,7,-4,0.1,-8,-4,x,-1
CCN(CCNC(=O)Cn1cc2c(n1)CCCC2)c1ccccc1,1,8,1,0.3,11,x,x,x
CN(C)CC(=O)Nc1ccc2c(c1)[C@H]1C[C@@H](CC(=O)NCc3ccccc3)O[C@H](CO)[C@H]1O2,0,0,1,0.8,14,-1,-4,9
COc1ccc(C(=O)Nc2ccnn2C2CCN(C(=O)CCC(F)(F)F)CC2)cc1,-1,6,3,-0.1,-12,2,-4,-2
C[C@@H](c1ccccc1)N1Cc2ccccc2Oc2cc(Br)ccc2S1(=O)=O,-2,-16,-5,0.0,10,2,-52,-4
Cc1ccc(CN2CC(N3CCCCC3)CS2(=O)=O)cc1 (stereo unspecified),2,16,-3,0.2,-20,-1,6,-1
CC(C)(C)OC(=O)CN1C(=O)C(Sc2n[nH]c(-c3ccccc3)n2)CCc2ccccc21 (stereo unspecified),0,11,-1,x,18,1,-17,1
Cc1nc2ccccc2c2oc(C(=O)Nc3ccc4c(c3)OCCO4)cc12,-1,-1,1,0.3,-8,x,-3,x
COc1ccc(NS(=O)(=O)c2cccc(C(=O)NN=Cc3ccc(OC)cc3OC)c2)cc1,-1,6,10,0.1,1,-1,-6,1
O=C(Nc1ccc(F)cc1)N1CC(=O)N2[C@@H](CO)[C@@H](c3ccc(C#CC4CC4)cc3)[C@@H]2C1,x,x,-3,-0.1,-3,-2,-8,2
CC(C)C#Cc1ccc2c(c1)O[C@H](CN(C)S(=O)(=O)c1cn(C)cn1)[C@@H](C)CN([C@@H](C)CO)S2(=O)=O,-1,7,1,0.2,-3,-1,10,-2
CO[C@@H]1CN(C)C(=O)c2ccc(NC(=O)C3CC3)cc2OC[C@H](C)N(CCC(F)(F)F)C[C@@H]1C,-2,-7,13,-0.5,2,1,x,1
Cc1ccc(C2=NN(C(=O)c3cccs3)C(c3ccccc3O)C2)cc1 (stereo unspecified),x,x,2,0.0,-58,3,-2,-1
N=C(N)c1ccc(Cl)cc1,x,x,11,0.0,-9,11,x,-2
Cc1cccc(NC(=O)Nc2ccc3c(c2)C(=O)N(C)[C@H]2CC[C@H](CC(=O)O)O[C@H]2CO3)c1,-4,23,-7,0.3,-4,-23,6,3
COc1ccc(CN(C)S(=O)(=O)c2nnc(NC(=O)c3ccccc3Br)s2)cc1,1,3,1,0.2,28,1,-1,1
CC1CCN(C(=O)C2CCN(S(=O)(=O)c3cccs3)CC2)CC1,-1,-21,-1,-0.1,-26,2,5,2
CCN(C(=O)c1cnc2scc(C)n2c1=O)c1ccccc1C,-3,2,2,-0.1,0,8,-36,5
O=C(Nc1ccc(N2CCN(C(=O)c3cccs3)CC2)c(Cl)c1)c1ccco1,0,-80,0,x,5,-1,12,-2
COc1cccc(NC(=O)C[C@@H]2CC[C@@H]3[C@@H](COc4ccc(NC(C)=O)cc4C(=O)N3C)O2)c1,-1,2,-3,0.0,-10,0,-7,2
CO[C@H]1CN(C)C(=O)c2ccc(NC(=O)Nc3cccc(F)c3)cc2OC[C@@H](C)NC[C@@H]1C,x,-2,x,0.0,4,x,2,x
CCn1c(O)c(N=NC(=S)NCC2CCCO2)c2ccccc21 (stereo unspecified),x,x,5,0.3,5,-8,x,3
Cc1ccc2nc(N(CCCN(C)C)C(=O)c3ccc(S(=O)(=O)N4CCc5ccccc5C4)cc3)sc2c1,5,2,-2,0.0,34,4,x,-2
O=C(N/N=C/c1ccc2c(c1)OCO2)C(=O)N1CCCC1,-2,0,0,0.1,-11,5,10,-1
COCCOn1c(SCCOC)nc2ccccc2c1=O,0,1,0,0.0,0,2,11,-3
N#Cc1cccc(S(=O)(=O)NCc2nnc3ccccn23)c1,-2,-2,-1,0.5,-3,0,2,-3
O=C1c2cccnc2C(=O)N1c1cccc([N+](=O)[O-])c1,-2,9,-41,-0.1,17,-3,10,3

# Arranged by molar mass (smallest number first): 13 of the compounds above
compound,Cneo AK release,C2C12 statin,S100A4 MyoIIA,XiGFP reactiv,LGR2 inh,ERAP1 inh,PGC1a acetyl inh,SIRT5 inh
N=C(N)c1ccc(Cl)cc1,x,x,11,0.0,-9,11,x,-2
O=C1c2cccnc2C(=O)N1c1cccc([N+](=O)[O-])c1,-2,9,-41,-0.1,17,-3,10,3
CCn1c(O)c(N=NC(=S)NCC2CCCO2)c2ccccc21 (stereo unspecified),x,x,5,0.3,5,-8,x,3
CCCc1ccc(S(=O)(=O)N/N=C\c2ccc3c(c2)OCO3)cc1,-1,7,-4,0.1,-8,-4,x,-1
O=C(Nc1ccc(N2CCN(C(=O)c3cccs3)CC2)c(Cl)c1)c1ccco1,0,-80,0,x,5,-1,12,-2
O=C(Nc1ccc(F)cc1)N1CC(=O)N2[C@@H](CO)[C@@H](c3ccc(C#CC4CC4)cc3)[C@@H]2C1,x,x,-3,-0.1,-3,-2,-8,2
C[C@@H](c1ccccc1)N1Cc2ccccc2Oc2cc(Br)ccc2S1(=O)=O,-2,-16,-5,0.0,10,2,-52,-4
CC(C)(C)OC(=O)CN1C(=O)C(Sc2n[nH]c(-c3ccccc3)n2)CCc2ccccc21 (stereo unspecified),0,11,-1,x,18,1,-17,1
Cc1cccc(NC(=O)Nc2ccc3c(c2)C(=O)N(C)[C@H]2CC[C@H](CC(=O)O)O[C@H]2CO3)c1,-4,23,-7,0.3,-4,-23,6,3
COc1cccc(NC(=O)C[C@@H]2CC[C@@H]3[C@@H](COc4ccc(NC(C)=O)cc4C(=O)N3C)O2)c1,-1,2,-3,0.0,-10,0,-7,2
CO[C@@H]1CN(C)C(=O)c2ccc(NC(=O)C3CC3)cc2OC[C@H](C)N(CCC(F)(F)F)C[C@@H]1C,-2,-7,13,-0.5,2,1,x,1
COc1ccc(CN(C)S(=O)(=O)c2nnc(NC(=O)c3ccccc3Br)s2)cc1,1,3,1,0.2,28,1,-1,1
CC(C)C#Cc1ccc2c(c1)O[C@H](CN(C)S(=O)(=O)c1cn(C)cn1)[C@@H](C)CN([C@@H](C)CO)S2(=O)=O,-1,7,1,0.2,-3,-1,10,-2

# Returning to the listing, starting three compounds before the break.
compound,Cneo AK release,C2C12 statin,S100A4 MyoIIA,XiGFP reactiv,LGR2 inh,ERAP1 inh,PGC1a acetyl inh,SIRT5 inh
COCCOn1c(SCCOC)nc2ccccc2c1=O,0,1,0,0.0,0,2,11,-3
N#Cc1cccc(S(=O)(=O)NCc2nnc3ccccn23)c1,-2,-2,-1,0.5,-3,0,2,-3
O=C1c2cccnc2C(=O)N1c1cccc([N+](=O)[O-])c1,-2,9,-41,-0.1,17,-3,10,3
COc1ccc2c3c(n(C)c2c1)[C@H](CO)N(C(=O)C1CCCCC1)CC31CCN(C(=O)CN(C)C)CC1,x,x,2,0.2,-6,3,x,0
COc1ccccc1-c1ccc2c(c1)O[C@H](CN(C)C(C)=O)[C@@H](C)CN([C@H](C)CO)S2(=O)=O,1,-1,-4,-0.1,-11,0,12,-6
CNC(=O)c1c(NC(=O)c2ccco2)sc(C)c1C,-1,16,-3,0.1,13,8,x,5
C[C@@H]1CN([C@H](C)CO)C(=O)c2c(c3ccccc3n2C)-c2ccccc2CO[C@@H]1CN(C)Cc1ccc(C(=O)O)cc1,-1,-11,15,-0.2,5,1,3,-2
O=C(O)c1cnn2c(C(F)(F)F)cc(-c3ccco3)nc12,x,-4,0,x,-10,4,-9,4
O=C(CNc1cccc(C(F)(F)F)c1)Nc1cccc(S(=O)(=O)N2CCCC2)c1,x,-22,1,-0.1,-24,1,-8,1
N#CC1C=Cc2ccccc2N1C(=O)c1ccccc1 (stereo unspecified),6,x,2,0.1,4,x,-9,-4
Cc1ccc(C(=O)NCC(=O)OCc2csc(-c3ccccc3)n2)cc1,-2,x,x,0.1,-29,x,-2,x
O=C(O)c1cccnc1Sc1ccc(Br)cc1,-2,6,-10,0.5,1,-3,10,-4
CO[C@@H]1CN(C)C(=O)c2cc(NC(=O)Cc3ccccc3)ccc2OC[C@@H](C)N(CC2CC2)C[C@@H]1C,0,17,-2,0.3,11,-1,6,1
N=c1c2ccccc2nc2n1CCCCCCCCCCC2,12,x,1,0.0,x,0,-5,-2
CCc1ccc(CN(C)C(=O)c2cc(COc3c(F)cccc3F)on2)cc1,x,x,0,0.2,-16,-1,-1,x
COc1ccccc1NC(=S)N1CC(C)(C)C1=O,3,9,-2,0.2,25,-3,x,1
COc1ccc(CNC(=O)CN2C(=O)COc3ccc(S(=O)(=O)N4CCOCC4)cc32)cc1,2,21,1,0.1,2,0,7,2
CCn1ccnc1CN(C)C(=O)c1cc(COc2ccc(Cl)cc2OC)on1,0,-3,-2,0.2,-3,-2,4,0
Cc1c(CC(=O)NCC(=O)O)c(=O)oc2cc3occ(-c4ccccc4)c3cc12,-6,-1,-2,-0.1,-3,5,4,-4
CCCNC(=O)N1C[C@@H](C)[C@@H](OC)CN(C)C(=O)c2cc(NC(=O)CCC)ccc2OC[C@@H]1C,3,8,-5,0.1,-13,-2,23,-5

# High-throughput results as filed in PubChem BioAssay.

# This is a subset; rates above refer to the full screens.
